High-throughput results deposited in PubChem BioAssay by National Center for Advancing Translational Sciences (NCATS).
Tb PYK inh: inhibitors of Trypanosoma brucei pyruvate kinase; AID 624173; Potency, µM (top dose mostly 76.8 µM), without a hit: at the highest dose activity, negative = inhibition, hits mostly inhibitors; 0.12% of 410,000 active; TbPYK enzyme, Kinase-Glo Plus ATP luminescence, 45 min; Q57TT1; further: potency means the concentration at half of the fitted maximal effect; on the % scale 0 is the no-effect control and ±100 the full control effect; nearly all actives have a fitted effect of over 50% in size
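Glycolytic pyruvate kinase of T. brucei was incubated with substrate, test compound and 130 uM ADP for 45 minutes at room temperature. Luminescent Kinase-Glo Plus signal was measured after 10 minutes.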
LmPK inhibitor: LmPK (Leishmania mexicana) enzyme inhibition. Q27686. purified LmPK, Kinase-Glo ATP luminescence, 1 h. Potency, µM (highest dose often 57.5 µM), for inactives: at the highest dose activity change, negative = inhibition, usual class: inhibitors. 0.37% of 290,000 active. AID 1721; further: potency means the concentration at half of the fitted maximal effect; on the % scale 0 is the no-effect control and ±100 the full control effect
Target sequence (Q27686 whole entry, looked up): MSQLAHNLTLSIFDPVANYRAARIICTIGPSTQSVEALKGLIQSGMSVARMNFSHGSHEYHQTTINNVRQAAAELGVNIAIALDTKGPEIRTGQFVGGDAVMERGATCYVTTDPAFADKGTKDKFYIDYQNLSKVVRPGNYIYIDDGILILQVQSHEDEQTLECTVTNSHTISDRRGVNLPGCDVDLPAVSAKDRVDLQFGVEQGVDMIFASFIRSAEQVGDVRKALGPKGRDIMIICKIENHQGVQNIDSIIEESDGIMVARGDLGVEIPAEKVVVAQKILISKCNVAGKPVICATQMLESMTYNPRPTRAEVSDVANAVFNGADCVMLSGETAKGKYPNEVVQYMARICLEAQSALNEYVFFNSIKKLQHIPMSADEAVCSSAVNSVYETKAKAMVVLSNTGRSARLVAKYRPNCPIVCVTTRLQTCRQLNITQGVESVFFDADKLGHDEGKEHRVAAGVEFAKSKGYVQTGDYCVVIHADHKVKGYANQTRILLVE
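0.1 nM LmPK, 0.5 mM PEP, 0.1 mM ADP; 50 mM imidazole pH 7.2, 7 mM MgCl2, 50 mM KCl; 1 h RT. Kinase-Glo luminescence readout, normalized to no-enzyme (full inhibition) and uninhibited wells.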
Shiga toxin inh: Shiga toxin inhibition. inhibition, % at 38.7 µM. 9.2% of 290,000 active. Vero cells, Shiga toxin protein synthesis inhibition reporter; in the data active means inhibition mostly above about 28%, no sharp cut-off; inactive means mostly below about 43%; further: 0% is about no effect
Pf growth 96h: inhibits malaria parasite growth, 96 h; P. falciparum luciferase reporter growth, 96 h; Potency, µM (doses to about 28.7 µM), inactives show top-dose activity change, negative = inhibition, actives largely listed as inhibitors; 6.9% of 320,000 active; further: potency means the concentration at half of the fitted maximal effect; on the % scale 0 is the no-effect control and ±100 the full control effect
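Luminescence readout: decreased luciferase signal marks inhibited growth of reporter-expressing P. falciparum in infected red cells (2% hematocrit, 0.05% parasitemia final), exposed to compound two generations (96 h, 37 C, 5% CO2).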
Cycloheximide cs: affects cycloheximide protein synthesis inhibition readout, counter-screen; max response, %; 12% of 300,000 active; cell reporter, cycloheximide protein synthesis inhibition counterscreen; AID 2314; in the data active means max response mostly above about 13%, no sharp cut-off; inactive means mostly below about 14%; further: read at 38.3 µM for the half of the compounds with a filed dose; 0% is about no effect
AmpC no deterg: AmpC beta-lactamase inhibition without detergent; P00811; AmpC nitrocefin hydrolysis, absorbance 480 nm, 0.0001% Triton; Potency, µM (highest dose often 57.1 µM), inactives show at the highest dose activity change, negative = inhibition, usual class: inhibitors; 0.52% of 330,000 active; AID 485341;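 further: potency means the concentration at half of the fitted maximal effect; plate controls were no compound for no effect and no enzyme for full effect; nearly all actives have a fitted effect of over 20% in size; some results filed as inactive show a strong effect at the top dose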
Target sequence (P00811 whole entry, looked up): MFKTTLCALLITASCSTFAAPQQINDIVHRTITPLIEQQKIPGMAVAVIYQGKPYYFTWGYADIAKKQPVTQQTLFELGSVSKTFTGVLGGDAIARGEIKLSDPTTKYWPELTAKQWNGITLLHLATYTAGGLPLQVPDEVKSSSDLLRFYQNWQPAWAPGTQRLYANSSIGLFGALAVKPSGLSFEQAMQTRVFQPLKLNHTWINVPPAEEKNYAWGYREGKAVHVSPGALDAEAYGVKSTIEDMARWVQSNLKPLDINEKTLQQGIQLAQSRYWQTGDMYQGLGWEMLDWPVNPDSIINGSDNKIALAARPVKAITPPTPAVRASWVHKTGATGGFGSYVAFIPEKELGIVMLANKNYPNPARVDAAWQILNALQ
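20 mM phosphate pH 7.0 + 0.01% (detergent screen) or 0.0001% Triton X-100; 5.3 nM AmpC reagent; cpd preinc 15 min RT; nitrocefin (800 uM stock) to start; A480 q20 s × 4 min; Activity was normalised to no-enzyme and no-compound control wells.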
Pf growth 48h: inhibits P. falciparum growth in the first generation, 48 h; P. falciparum luciferase growth in erythrocytes, 48 h; Potency, µM (top dose mostly 28.7 µM), inactives show at the highest dose activity change, negative = inhibition, hits mostly inhibitors; 5.9% of 310,000 active; AID 504832; further: potency means the concentration at half of the fitted maximal effect; on the % scale 0 is the no-effect control and ±100 the full control effect
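Luciferase-expressing P. falciparum in infected erythrocytes (2% hematocrit, 0.1% parasitemia final) in RPMI 1640/0.5% Albumax were exposed to compound for 48 hours at 37 C, 5% CO2; growth read as luminescence.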
An asterisk follows results filed as active; ? = inconclusive; . = not tested or not shown; [ ] = dose if it differs, or a comment. Unless noted, the call rests on the fitted dose curve; in most records, active means well fitted curve in the direction sought with a large enough effect; inconclusive means small, poorly fitted or top-dose-only effect, or another doubt; inactive means no such curve, though single readings can be large; an effect the other way counts as inactive or inconclusive. Compounds as they come; about 22% have a hit in one of these screens.

SMILES	Tb PYK inh	LmPK inhibitor	Shiga toxin inh	Pf growth 96h	Cycloheximide cs	AmpC no deterg	Pf growth 48h
C=CCSc1nc(C)cc(/C=C\c2ccccc2)c1C#N	3%	2%	-13	?	-3	-13%	?
CCOC(=O)COc1nc(-c2ccc(Cl)cc2)cc(-c2ccco2)c1C#N	2%	2%	24	18%	-1	-25%	-3%
CCc1noc(C)c1C(=O)Nc1ccc(Cl)c(S(=O)(=O)N2CCCCC2)c1	-5%	.	.	?	.	-18%	9.3µM*
O=C(CSc1nnc(-c2cccs2)n1C1CC1)NCC1CCCO1 (stereo not drawn)	-2%	.	.	2%	.	1%	0%
Cc1ccc(N=C2C(=O)Nc3ccccc32)c(C)c1	-2%	-4%	-4	-13%	12	-10%	18%
COc1ccc(CCN2C(=O)c3ccccc3C2(O)c2ncc[nH]2)cc1OC (stereo not drawn)	-4%	0%	11	22%	1	-20%	10%
Cc1ccc(NC(=O)CN(C)S(=O)(=O)c2ccc3c(c2)n(C)c(=O)c(=O)n3C)cc1	-10%	-4%	-3	12µM*	-1	4%	?
Cc1ccc(NC(=O)COC(=O)c2ccc([N+](=O)[O-])o2)cc1S(=O)(=O)N1CCCCCC1	1%	-3%	59*	?	28*	-32%	-3%
COC(=O)c1[nH]c2cccc(OC)c2c1NC(=O)CCN1CCN(c2ccccc2OC)CC1	3%	5%	-23	-8%	-3	42%	?
CCOc1ccc(NC(=O)CN(C)C(=O)Cn2cnc3c2c(=O)n(C)c(=O)n3C)cc1OCC	-2%	.	.	26%	.	3%	0%
Cc1ccn2cc(CCNC(=O)CC3CCCCC3)nc2c1	6%	-2%[11.5 µM]	-11	0%	9	-3%	30%[activator]
S=C(N/N=C/c1ccc(Cl)c(Cl)c1)Nc1ccccc1Cl	-7%	1%	30	72%[activator][5.75 µM]	23*	-32%	-2%
Cc1ccc(S(=O)(=O)/N=C2/NC(=O)/C(=C/c3ccncc3)S2)cc1	.	0%	-8	?	4	-8%	11%
COc1ccccc1-n1c(-c2ccccc2Cl)nc2ccccc2c1=O	-10%	3%	-3	?	-5	1%	1%[0.00184 µM]
O=C(c1ccco1)N1CCN(S(=O)(=O)c2ccc(S(=O)(=O)NC3CCCC3)cc2)CC1	2%	0%	-2	.	0	-7%	-16%

An excerpt of these results, bar-delimited:
Molecule | Tb PYK inh | LmPK inhibitor | Shiga toxin inh | Pf growth 96h | Cycloheximide cs | AmpC no deterg | Pf growth 48h
COc1ccccc1-n1c(-c2ccccc2Cl)nc2ccccc2c1=O | -10% | 3% | -3 | ? | -5 | 1% | 1%[0.00184 µM]
Cc1ccc(NC(=O)CN(C)S(=O)(=O)c2ccc3c(c2)n(C)c(=O)c(=O)n3C)cc1 | -10% | -4% | -3 | 12µM* | -1 | 4% | ?

Back to the main list; the five compounds before the break are reprinted first.
SMILES	Tb PYK inh	LmPK inhibitor	Shiga toxin inh	Pf growth 96h	Cycloheximide cs	AmpC no deterg	Pf growth 48h
Cc1ccn2cc(CCNC(=O)CC3CCCCC3)nc2c1	6%	-2%[11.5 µM]	-11	0%	9	-3%	30%[activator]
S=C(N/N=C/c1ccc(Cl)c(Cl)c1)Nc1ccccc1Cl	-7%	1%	30	72%[activator][5.75 µM]	23*	-32%	-2%
Cc1ccc(S(=O)(=O)/N=C2/NC(=O)/C(=C/c3ccncc3)S2)cc1	.	0%	-8	?	4	-8%	11%
COc1ccccc1-n1c(-c2ccccc2Cl)nc2ccccc2c1=O	-10%	3%	-3	?	-5	1%	1%[0.00184 µM]
O=C(c1ccco1)N1CCN(S(=O)(=O)c2ccc(S(=O)(=O)NC3CCCC3)cc2)CC1	2%	0%	-2	.	0	-7%	-16%
O=C(Cn1nnc(-c2ccccc2NC(=O)c2ccccc2)n1)Nc1ccc2c(c1)OCCO2	3%	2%	6	?	-1	-31%	?
CSc1ccc(/C=N/NC(=O)c2sccc2C)cc1	-16%	?	64*	468%[activator]	46*	-43%	325%[activator]
CC(C(=O)Nc1ccc2c(c1)OCCO2)n1nnc(-c2ccccc2)n1 (stereo not drawn)	-4%	-1%	1	?	-3	-12%	28%
O=C(c1ccc2c(c1)OCO2)C1CCCN(Cc2ccc(OC(F)F)cc2)C1 (stereo not drawn)	0%	0%	-6	10µM*	0	0%	25%
c1ccc(CCNc2ncnc3sccc23)nc1	-8%	-25%	73*	239%[activator]	35*	-31%	124%[activator]
Cc1cc(C)cc(NC(=S)Nc2cccc3cnccc23)c1	4%	9%	-17	?	6	-33%	2.1µM*
O=C(Nc1c(Cl)cc(Cl)cc1C(=O)NCCN1CCOCC1)c1ccc(Cl)cc1Cl	-3%	1%	17	?	-5	-16%	-12%
Cn1c(/C(C#N)=C(\O)COc2ccc3ccccc3c2)nc2ccccc21	-12%	12%	8	-24%	3	-5%	.
O=C(O)c1cccc(Cn2c(Cl)c(/C=N/Nc3ccccc3)sc2=O)c1	-27%	5%	49	?	8	-26%	?
O=C(Nc1ccc(Cl)cc1)C1CCCN1C(=O)NCc1ccccc1 (stereo not drawn)	-5%	-5%	-4	5%	-4	-15%	10%
CC1CCCN(CC(=O)Nc2ccc(S(=O)(=O)NC3CCCCC3)cc2)C1 (stereo not drawn)	-4%	2%	-38	-11%	-3	0%	-15%
COc1ccccc1/C=C/C(=O)NCC(=O)N/N=C/c1ccc(C(=O)O)cc1	-2%	7%	-6	3%	-2	-19%	21%
COc1ccccc1N(C)S(=O)(=O)c1ccc(Cl)c(C(=O)N2CCC(C(N)=O)CC2)c1	1%	2%	20	46%[activator]	7	-3%	-12%
COc1ccc(C2=NCC(CSc3nccc(=O)[nH]3)S2)cc1 (stereo not drawn)	-5%	2%	32	.	-2	-18%	-14%
Cn1c(SCc2nc(-c3ccc(Cl)cc3)no2)nnc1-c1ccccc1	1%	1%	-7	0%	-1	24%	.

Entries of single compounds, quoted from the list. Screens in order: Tb PYK inh, LmPK inhibitor, Shiga toxin inh, Pf growth 96h, Cycloheximide cs, AmpC no deterg, Pf growth 48h
O=C(Nc1ccc(Cl)cc1)C1CCCN1C(=O)NCc1ccccc1 (stereo not drawn) is listed with -5%, -5%, -4, 5%, -4, -15%, 10%
Cc1cc(C)cc(NC(=S)Nc2cccc3cnccc23)c1 is listed with 4%, 9%, -17, ?, 6, -33%, 2.1µM*
CSc1ccc(/C=N/NC(=O)c2sccc2C)cc1 is listed with -16%, ?, 64*, 468%[activator], 46*, -43%, 325%[activator]
O=C(Cn1nnc(-c2ccccc2NC(=O)c2ccccc2)n1)Nc1ccc2c(c1)OCCO2 is listed with 3%, 2%, 6, ?, -1, -31%, ?
CC(C(=O)Nc1ccc2c(c1)OCCO2)n1nnc(-c2ccccc2)n1 (stereo not drawn) is listed with -4%, -1%, 1, ?, -3, -12%, 28%

Other entries.
SMILES	Tb PYK inh	LmPK inhibitor	Shiga toxin inh	Pf growth 96h	Cycloheximide cs	AmpC no deterg	Pf growth 48h
Cc1ccccc1OCCCCN1CCCCC1	1%	-7%	-10	0%	-3	-26%	16%
CC(C)CNCC(=O)N1c2ccccc2Sc2ccccc21	2%	-3%	-15	?	-2	-10%	?
O=S(=O)(NCc1ccccc1Cl)c1ccc(-n2cnnn2)cc1	-1%	-2%	-5	?	-4	-16%	14%
CC1=CC(=C(C#N)C#N)C=C(C)N1CCN1CCN(C(=O)Nc2ccc(Cl)c(Cl)c2)CC1	-7%	-2%	-7	?	1	-6%	?
O=C(CN(CC1CCCO1)C(=O)CNS(=O)(=O)c1ccc(Cl)cc1)NCC1CCCO1 (stereo not drawn)	-5%	3%	12	-19%	5	-16%	5%
COc1cc(C2NC(=O)NC(C)=C2C(=O)Nc2cccc(C)c2C)cc(OC)c1OC (stereo not drawn)	-2%	2%	4	?	-4	-24%	?
Cc1cc(C(=O)CSc2nc(N)cc(=O)[nH]2)c(C)n1-c1cccc(F)c1	-12%	2%	3	-14%	8	-17%	-7%
Cc1cc(NCCN2CCOCC2)n2nc(C)c(-c3ccccc3)c2n1	-9%	-9%	23	.	-2	65%[activator]	1%
CC1C(=O)N2CCCc3cc(S(=O)(=O)NCc4ccc(F)cc4)cc1c32 (stereo not drawn)	-5%	.	.	-7%	.	?	-2%
COc1ccc(/C=C2/SC(=S)N(NS(=O)(=O)c3ccccc3)C2=O)cc1	0%	3%	-4	20%	-1	-47%	40%[activator]
N#C/C(=C\c1cccs1)C(=O)N1CCOCC1	-5%	-11%	7	6%	-2	-11%	-1%
CC(=O)N/C(=C\c1ccccc1)C(=O)OCC(=O)Nc1cc(S(=O)(=O)N(C)C)ccc1C	0%	.	.	?	.	-10%	?
c1ccc(C[C@H]2CN=C(Nc3ccccc3)N2CC2CCC2)cc1	3%	.	.	-20%	.	-6%	?
Cc1ccc(S(=O)(=O)N2CCCCC2)cc1NC(=O)COc1ccccc1F	2%	2%	-12	-23%	0	-13%	-28%
Cc1ccc(NC(=O)CCNC(=O)c2ccc([N+](=O)[O-])cc2)cc1S(=O)(=O)N(C)C	3%	1%	29	?	4	-34%	-27%
O=C1C2C3C=CC(C3)C2C(=O)N1CCCCCCN1C(=O)C2C3C=CC(C3)C2C1=O (stereo not drawn)	11%	?	68*	-15%	48*	-2%	138%[activator]
COc1ccc(CCNC(=O)C2CCN(S(=O)(=O)N3CCC(C)CC3)CC2)cc1OC	2%	-3%	8	?	-2	64%[activator]	2%
CCCCn1c(N)c(N(CC)C(=O)c2cc(C)cc(C)c2)c(=O)[nH]c1=O	-10%	3%	5	-4%	-11	-19%	-8%
Cc1ccccc1OCCCC(=O)NC1CCCCC1	0%	0%	.	0%	13*	0%	33%[activator]
CC(C)NC(=O)NNc1c(Cl)cncc1Cl	1%	1%	-8	23%	-2	-15%	-6%
CC(C)CC(=O)Nc1ccccc1N1CCN(c2ccc(F)cc2)CC1	1%	3%	15	-4%	-3	19%	?
COc1cc(NC(=O)COC(=O)CNC(=O)c2ccc(C)s2)cc(OC)c1	1%	5%	-9	14%	6	-18%	50%[activator]
O=C(O)C1CC(c2ccccc2)=Nc2ccccc2S1 (stereo not drawn)	-10%	-1%	72*	39%[activator]	58*	-32%	?
O=C(N/N=C/c1ccc2c(c1)OCO2)C(=O)Nc1ccccc1Cl	-8%	-11%	23	-29%	-2	-6%	73%[activator]
Cc1ccc2cc(C#N)c(SCC(=O)NCc3ccco3)nc2c1	-7%	3%	41	10%	-2	-51%	22%
COc1ccccc1C(=O)Nc1nnc(-c2ccc(F)cc2)o1	1%	5%	48	-13%	14	-12%	.
CCOc1ccc(C2=Nn3c(nnc3-c3ccco3)SC2)cc1	5%	2%	-24	?	-2	30%[activator]	?
COc1cc(S(=O)(=O)Nc2ccccc2N2CCCCC2)ccc1NC(C)=O	-11%	.	.	?	.	43%	-25%
CC(C)OC(=O)CSc1nnc(Cc2ccccc2)n1CC1CCCO1 (stereo not drawn)	10%	-2%	-7	.	-1	-15%	-9%
OCCC1CN(Cc2cnc(N3CCOCC3)s2)CCN1C1CCCC1 (stereo not drawn)	3%	-1%	-2	-3%	0	-10%	-10%
